SENP6 inh = inhibitors of human SENP6 protease; Q9GZR1; Recombinant SENP6 catalytic domain, aminoluciferin luminescence; inhibition, % at 10 µM; 1.8% of 330,000 active; AID 2599;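 active = inhibition above about 50% at the single tested dose, limit read from the data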;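 note: plate controls were DMSO wells with enzyme for no effect and DMSO wells lacking enzyme for full effect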
Target sequence (Q9GZR1 628-1112 limits assumed): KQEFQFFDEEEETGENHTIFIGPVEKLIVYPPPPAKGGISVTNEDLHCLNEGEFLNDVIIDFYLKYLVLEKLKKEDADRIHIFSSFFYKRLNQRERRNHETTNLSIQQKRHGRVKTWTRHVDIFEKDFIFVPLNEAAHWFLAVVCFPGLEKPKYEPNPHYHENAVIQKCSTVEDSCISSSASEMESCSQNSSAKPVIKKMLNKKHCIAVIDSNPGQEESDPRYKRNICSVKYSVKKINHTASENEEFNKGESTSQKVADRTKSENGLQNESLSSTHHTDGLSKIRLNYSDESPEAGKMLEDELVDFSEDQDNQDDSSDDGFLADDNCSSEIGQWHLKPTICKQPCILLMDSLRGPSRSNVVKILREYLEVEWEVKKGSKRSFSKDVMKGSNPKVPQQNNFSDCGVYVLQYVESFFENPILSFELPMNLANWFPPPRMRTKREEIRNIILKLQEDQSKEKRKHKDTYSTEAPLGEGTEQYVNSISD
SENP7 block = SENP7 protease inhibition | Q9BQF6 | recombinant SENP7, Z-RLRGG-aminoluciferin luminescence, 40 min | inhibition, % at 5 µM | 1.5% of 330,000 active;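 active = inhibition above about 50% at the single test dose, limit read from the data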;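 note: plate controls were DMSO with enzyme for no effect and no enzyme buffer wells for full effect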
ATG4B inhibitor = blocks human ATG4B protease cleavage of LC3 substrate. Q9Y4P1. ATG4B cleavage of LC3-PLA2, NBD-HPC fluorescence, 1 h. 0.51% of 340,000 active. inhibition, % at 8.33 µM; in the data active = inhibition above about 40%
Target sequence (Q9Y4P1 whole entry, looked up): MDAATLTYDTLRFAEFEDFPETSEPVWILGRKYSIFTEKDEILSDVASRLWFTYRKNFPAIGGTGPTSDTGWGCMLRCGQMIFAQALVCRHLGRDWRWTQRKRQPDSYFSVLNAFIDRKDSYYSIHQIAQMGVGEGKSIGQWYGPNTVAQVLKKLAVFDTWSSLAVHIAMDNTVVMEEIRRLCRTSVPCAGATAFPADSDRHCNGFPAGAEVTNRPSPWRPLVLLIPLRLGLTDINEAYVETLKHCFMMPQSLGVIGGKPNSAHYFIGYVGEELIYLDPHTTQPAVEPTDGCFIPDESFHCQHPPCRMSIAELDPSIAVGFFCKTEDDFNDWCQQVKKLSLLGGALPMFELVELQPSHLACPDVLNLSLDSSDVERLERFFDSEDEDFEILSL
MPTP inh = inhibitors of mitochondrial permeability transition pore; AID 602449; inhibition, % at 10 µM; 1.4% of 360,000 active; isolated mouse mitochondria, Ca2+ swelling absorbance, 30 min;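 active = inhibition of 50% or more, scaled per plate between neutral and stimulator controls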;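 note: 0% = DMSO wells given calcium and 100% = 1 mM EGTA wells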
GRIN3A LBD mod = modulators (binders) of human NR3A ligand-binding domain; NR3A LBD differential scanning fluorimetry, Tm shift; 0% = protein alone, 100% = glycine-bound protein; Tm shift relative to glycine control, % at 25 µM; 2.5% of 340,000 active; AID 1259313;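 active = melting temperature shift of at least 10% of the positive control shift, at one fixed dose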
SENP8 inh = inhibitors of human SENP8 protease; 0.64% of 360,000 active; inhibition, % at 20 µM; AID 602440; recombinant SENP8, Nedd8 substrate fluorescence; in the data active = inhibition mostly above about 40%, no sharp cut-off; inactive = mostly below about 27%
Target sequence (Q96LD8 whole entry, looked up): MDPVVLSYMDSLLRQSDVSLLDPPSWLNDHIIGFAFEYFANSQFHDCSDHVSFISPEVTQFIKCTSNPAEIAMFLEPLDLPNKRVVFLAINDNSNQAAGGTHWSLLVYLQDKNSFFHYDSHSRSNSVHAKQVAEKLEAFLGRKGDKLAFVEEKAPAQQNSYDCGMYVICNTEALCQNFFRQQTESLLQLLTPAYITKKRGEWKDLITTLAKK
PfGluPho inh = PfG6PD (Plasmodium falciparum) enzyme inhibition | PfGluPho enzyme, NADPH resazurin-diaphorase fluorescence | 0.78% of 350,000 active | AID 504690 | inhibition, % at 20 µM;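 active = inhibition reaching at least a set limit at 20 µM in the primary screen, cut at about 59% in these data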;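 note: 0% = DMSO wells with substrate and 100% = DMSO wells lacking glucose-6-phosphate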
HKDC1 inh = inhibitors of human hexokinase HKDC1 | recombinant HKDC1, G6PDH/diaphorase resazurin coupled fluorescence | 0.16% of 340,000 active | inhibition, % at 20 µM | Q2TB90 | AID 493160;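 active = inhibition above about 35% when tested at 20 µM, limit read from the data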;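 note: plate controls were DMSO wells with enzyme for no effect and DMSO wells lacking enzyme for full effect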
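Test system: recombinant HKDC1 (HK5) hexokinase enzyme, produced in-house / Doses: 20 µM test compound, 1% DMSO / Timing: 90 min, room temperature / Detection: G6PDH/diaphorase-coupled fluorescence, 1 mM NADP, 100 µM resazurin, 525/613 nm / Control set: DMSO wells with and without enzyme mix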
The depositor's hits bear a star. Hits appear at their usual frequency; overall some 6.9% were active at least once.

CC12c3ccccc3C(c3ccccc31)C1C(=O)N(c3ccncc3)C(=O)C12 (configuration not stated) was read as SENP6 inh 0, SENP7 block 16, ATG4B inhibitor -13, MPTP inh 2.3, GRIN3A LBD mod -2, SENP8 inh 9, PfGluPho inh -5 and HKDC1 inh 1.
`CC(C)(C)NC(=O)NC(=O)COC(=O)CCCc1c[nH]c2ccccc12` gave SENP6 inh -1, SENP7 block 2, ATG4B inhibitor -20, MPTP inh 5.6, GRIN3A LBD mod -6, SENP8 inh 11, PfGluPho inh 15 and HKDC1 inh 12.
`Cc1nc(SCC(=O)N(C)C2(C#N)CCCCC2)c2ccccc2n1` gave SENP6 inh -7, SENP7 block 7, ATG4B inhibitor -6, MPTP inh -0.8, GRIN3A LBD mod -2, SENP8 inh 3, PfGluPho inh 6 and HKDC1 inh -1.
Screening Cc1cc2ncn(/N=C/c3ccc4c(c3)OCO4)c2cc1C returned SENP6 inh -3, SENP7 block 6, ATG4B inhibitor -5, MPTP inh -7.9, GRIN3A LBD mod -6, SENP8 inh 2, PfGluPho inh 11 and HKDC1 inh 1.
Screening CCSc1nsc(NC(=O)Nc2ccccc2F)n1 returned SENP6 inh 65*, SENP7 block 50, ATG4B inhibitor -4, MPTP inh 66*, GRIN3A LBD mod -2, SENP8 inh 11, PfGluPho inh 0 and HKDC1 inh -1.
Screening CCCCOc1ccc(NC2=NC3(CCCC3)N=C(N)N2)cc1 returned SENP6 inh -11, SENP7 block -7, ATG4B inhibitor -16, MPTP inh 2.2, GRIN3A LBD mod 0, SENP8 inh 24, PfGluPho inh 28 and HKDC1 inh -2.
CN(C)C(CNC(=O)c1cccc(C#N)c1)c1ccco1 (configuration not stated) was read as SENP6 inh -17, SENP7 block 0, ATG4B inhibitor -10, MPTP inh -0.9, GRIN3A LBD mod -1, SENP8 inh 2, PfGluPho inh 12 and HKDC1 inh -1.
COc1ccc(NC(=O)COC(=O)c2cc3c(s2)CCC3)cc1 was read as SENP6 inh -6, SENP7 block 3, ATG4B inhibitor -48, MPTP inh -0.4, GRIN3A LBD mod 0, SENP8 inh -67, PfGluPho inh 11 and HKDC1 inh -3.
`Cc1ccc(S(=O)(=O)Nc2ccc(Br)cc2/C=N/n2cnnc2)cc1` gave SENP6 inh -24, SENP7 block -10, ATG4B inhibitor 13, MPTP inh 8.8, GRIN3A LBD mod -9, SENP8 inh -50, PfGluPho inh -21 and HKDC1 inh -4.
For COc1cc(C(=O)N2CCN(C(=O)COc3ccc4ccccc4c3)CC2)cc(OC)c1OC the results were SENP6 inh 6, SENP7 block 3, ATG4B inhibitor -9, MPTP inh -2.0, GRIN3A LBD mod 1, SENP8 inh 13, PfGluPho inh -6 and HKDC1 inh -3.
`CC(=O)N1C2=CCCC3CCCCC23c2ccccc21` (configuration not stated) gave ATG4B inhibitor -1, MPTP inh -0.4, GRIN3A LBD mod -1, SENP8 inh 13, PfGluPho inh -7 and HKDC1 inh 3.
`CC1=CC(C)(C)N(C(=O)c2ccccc2)c2ccc(C)cc21` gave SENP6 inh 8, SENP7 block 4, ATG4B inhibitor 2, MPTP inh -3.4, GRIN3A LBD mod 1, SENP8 inh 34, PfGluPho inh -31 and HKDC1 inh 1.
For COC(=O)CN1C(=O)COc2ccc(S(=O)(=O)NCc3ccc(Cl)cc3)cc21 the results were SENP6 inh -13, SENP7 block 13, ATG4B inhibitor -4, MPTP inh -0.6, GRIN3A LBD mod -1, SENP8 inh 0, PfGluPho inh -4 and HKDC1 inh -2.
Cc1ccc(C)c(N2CCN(C(=O)CCc3nc(-c4cccc(Br)c4)no3)CC2)c1 was read as SENP7 block 8, ATG4B inhibitor -8, MPTP inh 0.1, GRIN3A LBD mod -1, SENP8 inh -9, PfGluPho inh 5 and HKDC1 inh 7.
O=C(CCN1CCN(C/C=C/c2ccccc2)CC1)Nc1ccccc1Cl was read as SENP6 inh 22, SENP7 block 7, ATG4B inhibitor -9, MPTP inh 0.8, GRIN3A LBD mod -1, SENP8 inh -9, PfGluPho inh -9 and HKDC1 inh 3.
Screening CC1=NC(=O)C(N=Nc2ccccc2C(=O)O)N1c1ccccc1 (configuration not stated) returned SENP6 inh -7, SENP7 block 4, ATG4B inhibitor 24, MPTP inh 0.2, GRIN3A LBD mod -9, SENP8 inh 48*, PfGluPho inh -23 and HKDC1 inh 6.
Screening COc1cc(OC)nc(/N=C/N(C)C)n1 returned ATG4B inhibitor -3, MPTP inh 0.0, GRIN3A LBD mod 0, SENP8 inh 7, PfGluPho inh -7 and HKDC1 inh -4.
Screening O=C(CCNS(=O)(=O)c1cccc(C(F)(F)F)c1)NCc1ccco1 returned SENP6 inh -4, SENP7 block -8, ATG4B inhibitor -4, MPTP inh 0.5, GRIN3A LBD mod -1, SENP8 inh 16, PfGluPho inh -2 and HKDC1 inh -4.
C=C(C(=O)c1ccccc1)C(CC(=O)c1ccccc1)c1ccccc1 (configuration not stated) was read as SENP6 inh -4, SENP7 block 1, ATG4B inhibitor 14, MPTP inh 1.7, GRIN3A LBD mod -1, SENP8 inh 14, PfGluPho inh -1 and HKDC1 inh 9.
For COc1ccccc1C(=O)NNC(=O)c1ccc(C)cc1 the results were SENP6 inh 0, SENP7 block 1, ATG4B inhibitor 5, MPTP inh -0.5, GRIN3A LBD mod 1, SENP8 inh 3, PfGluPho inh -4 and HKDC1 inh -2.
For COc1ccc(C(=O)Nc2ccc(S(=O)(=O)NC(C)C)cc2)cc1 the results were SENP6 inh 4, SENP7 block -10, ATG4B inhibitor -5, MPTP inh 0.5, GRIN3A LBD mod 14*, SENP8 inh 16, PfGluPho inh 17 and HKDC1 inh -5.
Screening CCOC(=O)Cc1cc(-c2ccc(OC)cc2)nc2ccc3ccccc3c12 returned SENP6 inh -2, SENP7 block -2, ATG4B inhibitor -7, MPTP inh 0.8, GRIN3A LBD mod -1, SENP8 inh -417, PfGluPho inh 48 and HKDC1 inh -1.
For OCCC1CN(Cc2cc3ccccc3o2)CCN1Cc1ccc(F)cc1 (configuration not stated) the results were SENP6 inh -18, SENP7 block -4, ATG4B inhibitor 0, MPTP inh -0.9, GRIN3A LBD mod -2, SENP8 inh -6, PfGluPho inh -3 and HKDC1 inh 1.
Screening Clc1ccc(Oc2nc3c(Cl)cccc3s2)cc1Cl returned SENP6 inh -24, SENP7 block 0, ATG4B inhibitor 0, MPTP inh -1.0, GRIN3A LBD mod -12, SENP8 inh 15, PfGluPho inh -7 and HKDC1 inh -5.
COCCNc1ncnc2c1cnn2Cc1ccccc1Cl was read as SENP6 inh 2, SENP7 block 2, ATG4B inhibitor -2, MPTP inh 1.0, GRIN3A LBD mod -1, SENP8 inh 14, PfGluPho inh -10 and HKDC1 inh 6.
Screening CCC(C)N(C(=O)COC(=O)c1cc([N+](=O)[O-])ccc1N)C1CCS(=O)(=O)C1 (configuration not stated) returned SENP6 inh 8, SENP7 block 12, ATG4B inhibitor -4, MPTP inh 0.8, GRIN3A LBD mod -1, SENP8 inh 7, PfGluPho inh -14 and HKDC1 inh 2.
COc1cccc(OCc2nnc3n2N=C(c2ccccc2)C(CC(=O)O)S3)c1 (configuration not stated) was read as SENP6 inh 6, SENP7 block 8, ATG4B inhibitor -1, MPTP inh 0.1, GRIN3A LBD mod -1, SENP8 inh 6, PfGluPho inh 10 and HKDC1 inh -5.
`CCOc1cc(CNc2ccc(Br)cc2)cc(Br)c1OCC(=O)NC(C)(C)C` gave SENP6 inh -17, SENP7 block 8, ATG4B inhibitor 0, MPTP inh 14, GRIN3A LBD mod -14, SENP8 inh 4, PfGluPho inh 15 and HKDC1 inh -5.
For CC(=O)NNC(=O)CCn1c2c(c3ccccc31)CCCC2 the results were SENP6 inh -3, SENP7 block -2, ATG4B inhibitor -13, MPTP inh 1.5, GRIN3A LBD mod 0, SENP8 inh 37, PfGluPho inh 10 and HKDC1 inh 8.
For O=C(C1CCN(S(=O)(=O)c2cccc3cccnc23)CC1)N1CCN(c2ccccn2)CC1 the results were SENP6 inh -15, SENP7 block -2, ATG4B inhibitor 4, MPTP inh 0.0, GRIN3A LBD mod 3, SENP8 inh -7, PfGluPho inh -8 and HKDC1 inh -2.

Brought forward from above: three entries; new compounds follow.
`CCOc1cc(CNc2ccc(Br)cc2)cc(Br)c1OCC(=O)NC(C)(C)C` gave SENP6 inh -17, SENP7 block 8, ATG4B inhibitor 0, MPTP inh 14, GRIN3A LBD mod -14, SENP8 inh 4, PfGluPho inh 15 and HKDC1 inh -5.
For CC(=O)NNC(=O)CCn1c2c(c3ccccc31)CCCC2 the results were SENP6 inh -3, SENP7 block -2, ATG4B inhibitor -13, MPTP inh 1.5, GRIN3A LBD mod 0, SENP8 inh 37, PfGluPho inh 10 and HKDC1 inh 8.
For O=C(C1CCN(S(=O)(=O)c2cccc3cccnc23)CC1)N1CCN(c2ccccn2)CC1 the results were SENP6 inh -15, SENP7 block -2, ATG4B inhibitor 4, MPTP inh 0.0, GRIN3A LBD mod 3, SENP8 inh -7, PfGluPho inh -8 and HKDC1 inh -2.
CSc1nncc(-c2ccc(F)cc2)n1 was read as SENP6 inh 4, SENP7 block -2, ATG4B inhibitor -5, MPTP inh 0.4, GRIN3A LBD mod 0, SENP8 inh 11, PfGluPho inh -11 and HKDC1 inh -1.
`CN(C)c1ccnc2sc3c(=O)n(Cc4ccccc4)cnc3c12` gave SENP6 inh -9, SENP7 block -12, ATG4B inhibitor -10, MPTP inh 0.0, GRIN3A LBD mod -1, SENP8 inh -59, PfGluPho inh -4 and HKDC1 inh -5.
`O=C1OC(c2ccccc2)c2ccc3ccccc3c21` (configuration not stated) gave SENP6 inh -10, SENP7 block -2, ATG4B inhibitor 4, MPTP inh -0.1, GRIN3A LBD mod -12, SENP8 inh 13, PfGluPho inh 1 and HKDC1 inh 9.
CCn1c(SCC(=O)Nc2nonc2C)nnc1-c1ccco1 was read as SENP6 inh -4, SENP7 block 4, ATG4B inhibitor 2, MPTP inh -0.1, GRIN3A LBD mod 1, SENP8 inh 24, PfGluPho inh -16 and HKDC1 inh -4.
CC(C)(C)c1ccc(OCC(O)CN2CCCC2)cc1 (configuration not stated) was read as SENP6 inh 5, SENP7 block 6, ATG4B inhibitor 5, MPTP inh -0.8, GRIN3A LBD mod -2, SENP8 inh -13, PfGluPho inh -12 and HKDC1 inh -5.
`C=CCn1c(COc2ccccc2F)nnc1SCC(=O)Nc1cc2oc3ccccc3c2cc1OC` gave SENP6 inh -9, SENP7 block -7, ATG4B inhibitor -9, MPTP inh 1.7, GRIN3A LBD mod -4, SENP8 inh 13, PfGluPho inh 29 and HKDC1 inh 3.
`Cc1ccc(C2NC(=NCc3ccccc3)Nc3nc(C)cc(=O)n32)cc1` (configuration not stated) gave SENP6 inh -7, SENP7 block -5, ATG4B inhibitor -5, MPTP inh 0.6, GRIN3A LBD mod 1, SENP8 inh 4, PfGluPho inh 12 and HKDC1 inh -1.
For CCOc1ccccc1NC(=O)CCS(=O)(=O)c1ccc(OC)cc1 the results were SENP6 inh 5, SENP7 block 4, ATG4B inhibitor -2, MPTP inh 3.0, GRIN3A LBD mod 2, SENP8 inh 10, PfGluPho inh 5 and HKDC1 inh -11.
For CSCC[C@H](NC(=O)OC(C)(C)C)C(=O)N1CCC(C(=O)N[C@@H](C)C(=O)NCc2ccc(F)cc2)CC1 the results were SENP6 inh -8, SENP7 block -3, ATG4B inhibitor -33, MPTP inh -2.6, GRIN3A LBD mod -2, SENP8 inh 11, PfGluPho inh 4 and HKDC1 inh -5.
Screening N#Cc1nc(-c2ccc(OCc3ccc(Cl)cc3)cc2)oc1N1CCC(C(N)=O)CC1 returned SENP6 inh -2, SENP7 block -10, ATG4B inhibitor -6, MPTP inh 1.5, GRIN3A LBD mod 28*, SENP8 inh -279, PfGluPho inh -5 and HKDC1 inh 3.
Screening CCOC(=O)N1CCN(CC(O)c2ccc3c(c2)CCN3)CC1 (configuration not stated) returned SENP6 inh -5, SENP7 block -4, ATG4B inhibitor -3, MPTP inh -1.2, GRIN3A LBD mod 4, SENP8 inh 4, PfGluPho inh -2 and HKDC1 inh -8.

Assay outcomes (PubChem)
